Screening results: PubChem, several laboratories
MsrA inhibitor – bovine MsrA inhibition. AID 651718. 0.75% of 360,000 active. inhibition, % at 15.5 µM. purified bovine MsrA, absorbance read-out; in the data active means inhibition above about 4.5%;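 further: 0% = vehicle wells with enzyme and 100% = reference inhibitor wells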
MsrA act – activators of bovine methionine sulfoxide reductase A; purified bovine MsrA, absorbance read-out; activation, % at 10.6 µM; 0.3% of 360,000 active; AID 602163; in the data active means activation above about 7.5%;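 further: 0% = vehicle and 100% = reference activator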
FAS TE block – blocks the thioesterase domain of human fatty acid synthase. AID 602261. recombinant FAS-TE, OMFH fluorogenic substrate, fluorescence endpoint. P49327. inhibition, % at 15 µM. 0.67% of 360,000 active;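 active means compounds whose normalised, plate-corrected inhibition of enzyme fluorescence in the single-dose primary screen is 50% or more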;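 further: 0% = DMSO with enzyme and 100% = substrate without enzyme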
MLLE-PAM2 inh – blocks PAM2 peptide binding to the PABP1 MLLE domain | 0.36% of 360,000 active | inhibition, % at 20 µM | AID 588489 | P11940 | GST-MLLE / FITC-PAM2 fluorescence polarization; in the data active means inhibition above about 35%, passing the limit was not always enough;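 further: plate controls were DMSO wells with GST-MLLE for no effect and wells lacking GST-MLLE protein for full effect; some results filed as inactive read as strong as hits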
Target sequence (P11940 whole entry, looked up, the tested form may be a part): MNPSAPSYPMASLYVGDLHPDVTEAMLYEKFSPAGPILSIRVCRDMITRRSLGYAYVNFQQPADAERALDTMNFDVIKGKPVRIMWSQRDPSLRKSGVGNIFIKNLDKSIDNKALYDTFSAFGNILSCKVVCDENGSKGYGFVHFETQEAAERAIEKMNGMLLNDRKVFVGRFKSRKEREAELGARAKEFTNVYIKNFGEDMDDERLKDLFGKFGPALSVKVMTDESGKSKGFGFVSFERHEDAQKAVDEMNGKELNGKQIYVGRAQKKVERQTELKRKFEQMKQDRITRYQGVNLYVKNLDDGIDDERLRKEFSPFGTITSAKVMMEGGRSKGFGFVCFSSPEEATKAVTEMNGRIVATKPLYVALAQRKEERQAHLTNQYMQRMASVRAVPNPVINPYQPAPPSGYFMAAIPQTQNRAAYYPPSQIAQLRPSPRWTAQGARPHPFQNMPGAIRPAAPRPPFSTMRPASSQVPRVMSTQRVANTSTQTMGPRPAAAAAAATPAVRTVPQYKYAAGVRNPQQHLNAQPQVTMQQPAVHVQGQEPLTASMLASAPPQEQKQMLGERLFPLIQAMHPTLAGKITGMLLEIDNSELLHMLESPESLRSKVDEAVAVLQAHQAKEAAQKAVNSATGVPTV
Rin1 Abl inh – human Rin1-Abl interaction inhibition | P00519+Q13671 | TR-FRET Rin1/Abl binding, biochemical | inhibition, % at 7.35 µM | 0.4% of 360,000 active; in the data active means inhibition above about 5%, passing the limit was not always enough
CSN inh – inhibitors of human CSN-mediated cullin deneddylation; Purified CSN, SCF-Nedd8-OG deneddylation, fluorescence polarization; inhibition, % at 12.5 µM; 0.38% of 360,000 active;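 active means pattern-corrected inhibition above about 35%, with an unprinted fluorescence ratio check between 0.5 and 1.5, limit read from the data, passing the limit was not always enough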;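 further: 0% = enzyme with substrate and 100% = substrate without enzyme; some results filed as inactive read as strong as hits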
Target sequence (Q92905 whole entry, looked up, one chain of several): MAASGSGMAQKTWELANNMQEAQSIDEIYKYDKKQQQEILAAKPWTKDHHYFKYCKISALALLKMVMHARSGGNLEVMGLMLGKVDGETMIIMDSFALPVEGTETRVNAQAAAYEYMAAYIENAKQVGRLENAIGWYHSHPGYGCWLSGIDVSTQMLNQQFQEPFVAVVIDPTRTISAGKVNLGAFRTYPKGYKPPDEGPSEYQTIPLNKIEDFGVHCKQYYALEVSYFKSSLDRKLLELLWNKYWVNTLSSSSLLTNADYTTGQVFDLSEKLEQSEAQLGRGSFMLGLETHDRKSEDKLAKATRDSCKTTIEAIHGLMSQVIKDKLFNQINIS
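test system = HEK293T-derived human Csn5 enzyme | amount = 0.24 nM Csn5 enzyme, final concentration | medium = Tris/NaCl/DTT buffer, pH 7.5 | schedule = 90 min reaction at room temperature | signal = FP | evaluation = inhibition of Csn5 cleavage, % | compound dosing = single dose of 12.5 µM compound with 0.25% DMSO | probe or stimulus = 10 nM SCFSkp2-Nedd8OG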
Rpn11 inh – Rpn11 (human) deubiquitinase inhibition. O00487. human 26S proteasome, Ub4-pepOG fluorescence polarization; 20S core pre-blocked with epoxomicin. calls only at 20 µM. 0.59% of 360,000 active. AID 588493;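 active means inhibition at 20 µM, scaled to each plate's controls, above about 33%, limit read from the data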
E coli Lon inh – inhibits E. coli Lon protease | 0.42% of 360,000 active | purified E. coli Lon protease, fluorescence polarization | inhibition, % at 7.94 µM | P0A9M0; in the data active means inhibition above about 13%, passing the limit was not always enough;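 further: 0% = enzyme with probe and DMSO and 100% = no enzyme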
MT1-MMP act inh – MT1-MMP (human) activation inhibition; P50281; HT1080 RFP-PRO-GFP cells, GFP/RFP ratio fluorescence, overnight; percent of plate control window, DMSO zero; GFP/RFP ratio change, % at 20 µM; 0.061% of 360,000 active; AID 651647;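 active means GFP/RFP ratio change of at least 30% with cell ATP level not reduced by more than half and red fluorescence within 50% of control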; further: strong numbers were not always called active
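Test system: HT1080 RFP-PRO-GFP cells; Benchmarks: DMSO and RFP-L50D-GFP cell wells; Timing: cells overnight before dosing, compound overnight, 37 °C, 5% CO2; Compound: one 20 µM compound dose with 1% DMSO; Read-out: GFP/RFP fluorescence ratio.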
* hit, by the source's call; i = inactive; nt = not tested or not shown.

compound | MsrA inhibitor | MsrA act | FAS TE block | MLLE-PAM2 inh | Rin1 Abl inh | CSN inh | Rpn11 inh | E coli Lon inh | MT1-MMP act inh
Cc1nn(-c2ccc(Cl)cc2)c2sc(C(=O)N3CCN(c4ccccn4)CC3)cc12 | 0.3 | -2 | 24 | 1 | -3 | 4 | i | -2 | -1
OC(Cc1ccccc1Br)c1ncc(-c2ccc(Cl)cc2)[nH]1 (stereo not given) | -1.1 | 0 | 12 | 0 | 0 | -2 | i | -2 | -3
COc1ccc(NC(=O)Cc2nnc(N)s2)cc1 | -0.7 | -1 | -8 | -10 | -4 | -2 | i | -4 | 2
CCc1nnc(NC(=O)CC23CC4CC(CC(Br)(C4)C2)C3)s1 | 0.4 | -2 | 7 | 5 | -2 | 1 | i | 16 | 1
Cn1nc(C(=O)N2CCc3ccccc3C2)c2ccccc2c1=O | -0.3 | -3 | 4 | -4 | 1 | 0 | i | -4 | 6
CS(=O)(=O)N(CC(=O)NCCSCc1ccccc1)c1ccccc1Cl | 0.1 | 5 | 0 | 0 | 0 | 1 | i | -6 | -1
OC[C@H]1O[C@@H](c2nc(-c3ccc4c(c3)CCO4)no2)[C@H](O)[C@@H](O)[C@H]1O | -0.5 | -2 | -12 | -2 | -4 | 3 | i | 3 | 5
NC(=O)CC(NC(=O)Cc1ccc(Cl)cc1)c1ccc(NCCN2CCOCC2)c([N+](=O)[O-])c1 (stereo not given) | 0.2 | -1 | -3 | -4 | -4 | 3 | i | 2 | 3
Cc1nc2nc(C)c(NS(=O)(=O)c3ccc(Cl)cc3)c(=O)n2[nH]1 | 0.9 | -5 | -7 | -9 | -1 | -6 | i | 2 | 0
N#CC1(C(N)=O)OC12CCS(=O)(=O)c1ccccc12 (stereo not given) | -0.6 | -2 | -2 | 1 | -1 | 0 | i | 1 | 1

Full records, quoted from the list. Screens in order: MsrA inhibitor	MsrA act	FAS TE block	MLLE-PAM2 inh	Rin1 Abl inh	CSN inh	Rpn11 inh	E coli Lon inh	MT1-MMP act inh
OC(Cc1ccccc1Br)c1ncc(-c2ccc(Cl)cc2)[nH]1 (stereo not given) is entered as -1.1	0	12	0	0	-2	i	-2	-3
COc1ccc(NC(=O)Cc2nnc(N)s2)cc1 is entered as -0.7	-1	-8	-10	-4	-2	i	-4	2

Additional records.
compound | MsrA inhibitor | MsrA act | FAS TE block | MLLE-PAM2 inh | Rin1 Abl inh | CSN inh | Rpn11 inh | E coli Lon inh | MT1-MMP act inh
CC1CN(S(=O)(=O)c2cc(C(=O)NC(C)c3cccnc3)ccc2Cl)CC(C)O1 (stereo not given) | -0.6 | -3 | -6 | 6 | 2 | 1 | i | -7 | 1
CN(CC(=O)Nc1ccccc1Cl)C(=O)COC(=O)c1ccc(=O)n(Cc2ccccc2)n1 | 2.5 | -4 | -2 | 5 | 1 | -1 | i | -8 | -2
Cc1ccccc1-c1cc(C(=O)Nc2sc(C)c(C)c2C(N)=O)c2ccccc2n1 | 2.1 | -9 | 11 | 14 | -1 | 1 | i | 1 | -4
O=C(CN1CCCN(S(=O)(=O)c2ccc(Br)s2)CC1)Nc1ccc(Cl)cc1 | -0.8 | -14 | 32 | 22 | 4 | 3 | i | -1 | 6
CCOC(=O)C(=CNc1cccnc1Oc1ccc(C)c2c1CCC2)C(=O)OCC | -0.5 | -1 | 30 | 4 | -8 | 7 | i | -8 | -7
CC(=O)c1ccc2c(c1)C1C=CCC1C(c1cc3c(cc1Br)OCO3)N2 (stereo not given) | 1.3 | -7 | 22 | 0 | -1 | 1 | i | -1 | -1
CCN(CC)S(=O)(=O)c1cccc(C(=O)NNC(=O)C2=NN(c3ccccc3)C(=O)CC2)c1 | -0.1 | -1 | -5 | -5 | -2 | 1 | i | -3 | -2
CC1(C(=O)NS(=O)(=O)c2ccc3c(c2)CCO3)CCN1C(=O)C1(c2ccc(Cl)cc2)CCC1 (stereo not given) | 1.5 | -6 | -11 | 2 | -3 | -3 | i | 4 | 5
CCN(CC)S(=O)(=O)c1ccc(-c2nnc(SCC(=O)N3c4ccccc4CC3C)n2CC)cc1 (stereo not given) | -0.8 | -1 | -2 | 25 | 1 | -12 | i | -1 | -1
CC(C)Cc1nnc(NC(=O)CCNC(=O)c2ccccc2Cl)s1 | -0.4 | -4 | -1 | -7 | 0 | 0 | i | -1 | 2
Cc1ccc(CNC(=O)CNC(=O)c2ccc(Br)o2)cc1 | 0.6 | -3 | -1 | -1 | -4 | 0 | i | -9 | -5
CCc1ccc(OCC(=O)NC(NC(=S)Nc2ccc(Cl)cc2)C(Cl)(Cl)Cl)cc1 (stereo not given) | 0.8 | -2 | 5 | 19 | -1 | -1 | i | -1 | -15
CC(=O)c1ccccc1OCCCN1CCCCC1 | 0.8 | 0 | -7 | 5 | -1 | 1 | i | 11 | 3
COc1ccnc(N=CNOCc2ccc(Cl)cc2)c1C#N | -1.0 | -3 | 16 | -7 | -2 | 4 | i | 5 | -1
Cc1cc2ccccc2n1CCNC(=O)c1ccc(Br)o1 | 0.5 | -1 | 1 | 43* | 3 | 3 | i | 9 | 37*
O=C(CSc1ncccc1C(=O)O)c1ccccc1F | -1.0 | -13 | -9 | 8 | 7 | 1 | i | -5 | 1
CC1(Cc2ccc(OC(F)(F)F)cc2)C(=O)Nc2c(Cl)ccc(Cl)c21 (stereo not given) | -1.7 | -1 | 22 | 3 | -1 | 0 | i | 0 | -10
O=c1oc2ccccc2nc1/C=C(\O)c1ccc(Br)cc1 | nt | -10 | -21 | 86 | 0 | -10 | i | 9 | -2
Cc1ccc(NC(=O)OCC(F)(F)C(F)F)cc1NC(=O)OCC(F)(F)C(F)F | -0.6 | 2 | 15 | 0 | 0 | -2 | i | 0 | 0
Cc1cc(=O)oc2cc(OCC(=O)NCc3cccnc3)ccc12 | 0.3 | -2 | -10 | -4 | -7 | -2 | i | 1 | -5
COC(=O)[C@H](CCSC)NC(=O)[C@@H](Cc1cnc[nH]1)NC(=O)OCc1ccccc1 | 1.6 | -2 | -4 | -1 | 0 | -2 | i | -13 | 0
CCOc1ccc2nc(NC(NC(=O)CC)(C(=O)OC)C(F)(F)F)sc2c1 (stereo not given) | 0.4 | -2 | -4 | 3 | 0 | 0 | i | -4 | -120
C=CCOc1cccc(CNn2nnnc2N)c1 | 2.7 | -7 | -13 | -2 | 3 | 2 | i | -2 | 2
N#Cc1c(N)nc2c(c1-c1ccc(F)cc1)c(=O)nc1sccn12 | 3.0 | -2 | -3 | -1 | 3 | 3 | i | -11 | 3
CSc1ccc(S(=O)(=O)NCC(=O)OCC(=O)NCCc2ccccc2)cc1[N+](=O)[O-] | 0.3 | -9 | -3 | -13 | -2 | 0 | i | 7 | 3
COc1ccc(C(=O)NNC(=O)Cn2nnc(-c3ccc(OC)c(OC)c3)n2)cc1 | -1.7 | -7 | -7 | -6 | 2 | 3 | i | -8 | 3
Cc1cccc(C2=NN(c3ccc(Br)cc3)[C@@H](C(=O)N3CCOC3=O)[C@@H]2C)c1 | 1.2 | -3 | 39 | 0 | -5 | -1 | i | -4 | 0
Cc1ccc(Nc2ccc([N+](=O)[O-])ccc2=O)cc1 | -1.2 | -7 | 12 | -12 | -1 | -8 | i | 6 | -3
Cc1cc(NC(=O)c2cc(-c3ccc4c(c3)OCO4)on2)n(-c2ccccc2)n1 | 0.4 | -11 | 0 | 1 | 1 | -2 | i | 1 | -2
Cc1nn(-c2ccccc2)c(=S)c2ccccc12 | -1.4 | -4 | -8 | 7 | 1 | 2 | i | -2 | 4

Gathered by group, the compounds so far with a nitro group on carbon
compound | MsrA inhibitor | MsrA act | FAS TE block | MLLE-PAM2 inh | Rin1 Abl inh | CSN inh | Rpn11 inh | E coli Lon inh | MT1-MMP act inh
NC(=O)CC(NC(=O)Cc1ccc(Cl)cc1)c1ccc(NCCN2CCOCC2)c([N+](=O)[O-])c1 (stereo not given) | 0.2 | -1 | -3 | -4 | -4 | 3 | i | 2 | 3
CSc1ccc(S(=O)(=O)NCC(=O)OCC(=O)NCCc2ccccc2)cc1[N+](=O)[O-] | 0.3 | -9 | -3 | -13 | -2 | 0 | i | 7 | 3
Cc1ccc(Nc2ccc([N+](=O)[O-])ccc2=O)cc1 | -1.2 | -7 | 12 | -12 | -1 | -8 | i | 6 | -3

Grouped by structure, the compounds so far with an NH in an aromatic ring
compound | MsrA inhibitor | MsrA act | FAS TE block | MLLE-PAM2 inh | Rin1 Abl inh | CSN inh | Rpn11 inh | E coli Lon inh | MT1-MMP act inh
OC(Cc1ccccc1Br)c1ncc(-c2ccc(Cl)cc2)[nH]1 (stereo not given) | -1.1 | 0 | 12 | 0 | 0 | -2 | i | -2 | -3
Cc1nc2nc(C)c(NS(=O)(=O)c3ccc(Cl)cc3)c(=O)n2[nH]1 | 0.9 | -5 | -7 | -9 | -1 | -6 | i | 2 | 0
COC(=O)[C@H](CCSC)NC(=O)[C@@H](Cc1cnc[nH]1)NC(=O)OCc1ccccc1 | 1.6 | -2 | -4 | -1 | 0 | -2 | i | -13 | 0

Next structures follow:
compound | MsrA inhibitor | MsrA act | FAS TE block | MLLE-PAM2 inh | Rin1 Abl inh | CSN inh | Rpn11 inh | E coli Lon inh | MT1-MMP act inh
CCC(C(=O)NCc1ccco1)n1nc(C)n2c(cc3occc32)c1=O (stereo not given) | 0.2 | -1 | -6 | 7 | -4 | -2 | i | 2 | -2
Nc1ccc[n+](CC(=O)c2ccccc2)c1 | 1.1 | -7 | -4 | -2 | 0 | 1 | i | 10 | -2
COCCn1c(CCC(=O)O)ccc1-c1cccs1 | 0.9 | -14 | -6 | -8 | 0 | 0 | i | -12 | 6
Fc1ccc(NC(=S)NC23CN4CN(CN(C4)C2)C3)cc1 | -0.3 | -4 | -9 | 8 | -3 | 6 | i | -1 | 13
CCNC(=O)NC(=O)CSc1nnc(-c2c[nH]c3ccccc23)o1 | -0.8 | -8 | -6 | -91 | -1 | 2 | i | 5 | -5
COc1ccc(/C=N/OC/C(O)=C(\C#N)c2nc3ccccc3[nH]2)cc1 | 0.4 | -4 | -11 | -2 | -3 | -1 | i | -1 | 1
COc1cc(OC)c(C(=O)O/N=C(\N)c2ccc(C)cc2)cc1OC | 1.3 | -2 | -2 | -7 | 4 | -1 | i | -12 | 9
Cc1ccc(C)c(C(=O)Nc2ccncc2)c1 | -1.2 | -1 | -6 | 3 | -2 | 2 | i | -3 | -3
CCNC(=O)COC(=O)c1cc(=O)[nH]c2ccccc12 | 1.9 | -3 | -5 | 1 | 0 | -2 | i | 1 | 12
CC(=O)N1CCN(S(=O)(=O)c2cccc(C(=O)NNC(=O)COc3ccc(Cl)cc3C)c2)CC1 | nt | -3 | -2 | -1 | 1 | -7 | i | -1 | -1
O=C(N/N=C/c1cc(Br)ccc1O)C(c1ccncc1)N1CCOCC1 (stereo not given) | 0.5 | -6 | 43 | 0 | -6 | -5 | i | 0 | 0
